# Compound activity from PubChem.
# USP2a inh – qHTS Assay for Inhibitors of Ubiquitin-specific Protease USP2a Using CHOP2 as the Reporter; Ubiquitin carboxyl-terminal hydrolase 2 (Homo sapiens), O75604; USP2 core, Ub-CHOP2 coupled fluorogenic reporter, 485/531; Potency, µM (doses to about 38.3 µM), without a hit: at the top dose activity change, negative = inhibition, usual class: inhibitors; 0.01% of 330,000 active; AID 463254, 2010;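 also: potency is read from the fitted curve at half-maximal effect; plate controls were DMSO wells for no effect and full inhibition by NEM control for full effect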
#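 Cell-free coupled assay: 10nM USP2 core preincubated 30min RT with compound in Tris-HCl pH 8.0/CaCl2/CHAPS buffer, then 25nM Ub-CHOP2 and 25nM reporter substrate; fluorescence (Ex 485/Em 531) read after 60min RT, normalized to NEM inhibition, concentration-response curves fitted.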
# B2AR arrestin – qHTS assay of beta-arrestin-biased ligands of beta2-adrenergic receptor | Beta-2 adrenergic receptor (Homo sapiens), P07550 | beta-arrestin recruitment to beta2AR, cell-based reporter | Potency, µM (doses to about 46.1 µM), for the others: at the top dose activation, actives largely listed as activators | 0.02% of 330,000 active;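 also: potency is read from the fitted curve at half-maximal effect; 0% = DMSO controls and full agonism = EC100 isoproterenol or metaproterenol; nearly all actives have a fitted effect of over 65% in size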
# Target sequence (P07550 whole entry, looked up): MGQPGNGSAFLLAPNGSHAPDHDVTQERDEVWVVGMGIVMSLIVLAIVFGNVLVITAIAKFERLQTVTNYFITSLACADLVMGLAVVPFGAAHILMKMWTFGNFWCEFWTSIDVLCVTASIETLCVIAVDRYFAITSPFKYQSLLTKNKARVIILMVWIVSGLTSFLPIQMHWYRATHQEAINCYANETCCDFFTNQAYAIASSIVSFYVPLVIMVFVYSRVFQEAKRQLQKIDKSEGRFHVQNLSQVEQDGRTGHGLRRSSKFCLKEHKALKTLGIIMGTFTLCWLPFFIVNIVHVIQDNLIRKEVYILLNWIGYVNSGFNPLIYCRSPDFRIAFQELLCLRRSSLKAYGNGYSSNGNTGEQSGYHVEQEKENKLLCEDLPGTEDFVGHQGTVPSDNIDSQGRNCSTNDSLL
# ASM inhibitor – Inhibitors of Secretory Acid Sphingomyelinase (S-ASM): qHTS; AID 504937, 2011; Potency, µM (series often up to 57.5 µM), for the others: at the top dose activity change, negative = inhibition, hits mostly inhibitors; placental ASM, HMU-PC fluorogenic substrate, 60 min; 0.006% of 340,000 active; also: potency is read from the fitted curve at half-maximal effect
#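 Fluorescence read-out (Ex 386 nm, Em 447 nm) after stopping the reaction at pH 10. Enzyme: ASM from human placenta; substrate HMU-PC0, 9 uM final; 60 min, 37 °C. Compound preincubation 10 min, ambient temperature.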
# PTAP TSG101 blk – qHTS Assay for Iinhibitors of HIV-1 Budding by Blocking the Interaction of PTAP/TSG101 | Fluorescence polarization, FITC-PTAP peptide / Tsg101 binding | Potency, µM (series often up to 115 µM), inactives show top-dose activity change, negative = inhibition, most hits filed as inhibitors | 340,000 tested, under 10 active | AID 493005, 2010; active = well fitted inhibition curve with a large enough effect in the main read-out, with a control signal flat, not every such curve was filed as active; inconclusive = small, poorly fitted or top-dose-only effect, or effect the other way, or a change in a side signal; inactive = no such curve, though single readings can be large or run the other way; also: potency is read from the fitted curve at half-maximal effect; % of control where 0% means no effect
#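 Fluorescence polarization binding of Tsg101 binding domain (10 uM final) to FITC-labeled PTAP peptide (50 nM final) in HEPES pH 7.5 buffer with NaCl, Tween 20, EDTA, TCEP. Compounds added before peptide; binding 20 min at RT.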
# uPA generation – qHTS for Inhibitors of Cell Surface uPA Generation. cell surface uPA generation assay, qHTS. Potency, µM (top dose mostly 38.3 µM), for inactives: top-dose activity change, negative = inhibition, usual class: inhibitors. 0.31% of 330,000 active. AID 540303, 2011; active = well fitted inhibition curve with a large enough effect; inconclusive = small, poorly fitted or top-dose-only effect; inactive = no such curve, though single readings can be large or run the other way; tested in mouse RAW 264.7 cells; also: potency is read from the fitted curve at half-maximal effect; % is scaled to controls: 0 for no effect and ±100 for the full control effect; nearly all actives have a fitted effect of over 55% in size
# Eya2 phos inh – qHTS Assay for Inhibitors of the Phosphatase Activity of Eya2; Protein phosphatase EYA2 (Homo sapiens), O00167; recombinant Eya2, OMFP fluorescence dephosphorylation (OMFP is methylfluorescein phosphate); 0.006% of 330,000 active; AID 488837, 2010; Potency, µM (highest dose often 76.9 µM), for the others: at the highest dose activity, negative = inhibition, usual class: inhibitors; also: potency is read from the fitted curve at half-maximal effect; % is scaled to controls: 0 for no effect and ±100 for the full control effect
# Target sequence (O00167 whole entry, looked up): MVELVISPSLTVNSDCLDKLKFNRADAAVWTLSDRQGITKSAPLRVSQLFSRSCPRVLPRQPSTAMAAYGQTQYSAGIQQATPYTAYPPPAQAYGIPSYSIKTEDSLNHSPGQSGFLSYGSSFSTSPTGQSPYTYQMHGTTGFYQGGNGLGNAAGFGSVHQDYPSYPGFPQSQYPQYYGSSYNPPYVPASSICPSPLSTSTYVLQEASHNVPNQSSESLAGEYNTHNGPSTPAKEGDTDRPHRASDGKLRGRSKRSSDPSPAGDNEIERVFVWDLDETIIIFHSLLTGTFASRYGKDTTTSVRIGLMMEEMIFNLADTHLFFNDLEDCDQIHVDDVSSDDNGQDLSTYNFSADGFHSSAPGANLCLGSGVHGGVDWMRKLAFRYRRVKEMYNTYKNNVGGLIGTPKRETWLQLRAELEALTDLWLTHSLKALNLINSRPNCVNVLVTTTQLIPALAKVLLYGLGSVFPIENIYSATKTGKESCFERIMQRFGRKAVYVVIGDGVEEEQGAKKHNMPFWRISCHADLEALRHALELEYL
#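 Eya2 protein (added as 0.2 uM solution) was preincubated with compound for 10 min at ambient temperature in 50 mM HEPES pH 7.5, 50 mM NaCl, 5 uM MgCl2, 0.05% BSA, 1 mM DTT. OMFP (added at 50 uM) then reacted 10 min; fluorescence read at 485/525 nm.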
# BRCA1 expr up – qHTS Assay to Identify Small Molecule Activators of BRCA1 Expression; MCF7-BRCA1-FFLuc reporter, luminescence, 48 h; response scale: scaled: vehicle 0%, 10 µM genistein 100%; Potency, µM (series often up to 46.1 µM), without a hit: top-dose activation, most hits filed as activators; 1.1% of 380,000 active; also: potency is read from the fitted curve at half-maximal effect; nearly all actives have a fitted effect of over 80% in size; some results filed as inactive show a strong effect at the top dose
#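 MCF7-BRCA1-FFLuc cells, 2000/well in phenol-red-free MEM, attached 2 h then treated 48 h at 37 C. Luciferase luminescence read 15 min after reagent; normalized to genistein maximum activation (10microM) and DMSO, concentration-response fitted.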
# TRPV1 agonist – HTS Assay for Compounds that Act as Agonists of the Vanilloid Receptor 1. TRPV1-expressing cells, Fluo-8 calcium influx, agonist mode. activation, % at 8.33 µM. Transient receptor potential cation channel subfamily V member 1 (Homo sapiens), Q8NER1. 0.19% of 320,000 active. AID 540275, 2011; in the data active = activation above about 80%; inconclusive = between about 30% and that limit; also: 0% is about no effect
#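 Cells expressing TRPV1 were dye-loaded with Fluo-8 and read kinetically: 10 s baseline, 3 min after compound (agonist portion), then 2 min after EC20 capsaicin (allosteric enhancer portion). Calcium-bound dye fluorescence at 480/520 nm.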
# p53 reactivator – qHTS assay for re-activators of p53 using a Luc reporter; H1299 p53-A138V BP100-luciferase reporter, luminescence, 24 h; 0.063% of 320,000 active; Potency, µM (titrated, usually from 92.2 µM), without a hit: at the top dose activity change, positive = activation, actives largely listed as activators; also: potency is read from the fitted curve at half-maximal effect; % of control where 0% means no effect; nearly all actives have a fitted effect of over 45% in size
#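 H1299 (p53-null), stable ts p53-A138V + BP100-Luc; 1000 cells/well, Opti-MEM/10% FBS; cpd 4 pt, 1:5; 24 h, 37 deg C, 5% CO2; detection reagent 10 min RT; luminescence.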
# a7 integrin act – qHTS for Activators of Integrin-Mediated Alleviation for Muscular Dystrophy; 0.064% of 350,000 active; Potency, µM (titrated, usually from 38.3 µM), for the others: at the highest dose activation, hits mostly activators; alpha7betagal myoblasts, beta-gal FDG fluorescence, 48 h; AID 624291, 2012;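 also: potency is read from the fitted curve at half-maximal effect; 100% = response of the positive control SU9516; nearly all actives have a fitted effect of over 60% in size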
#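 alpha7betagal+/- myoblasts (passage 13, 250/well) treated 48 h at 37C with compounds at 1:260 dilution of DMSO stock. Lysed, then beta-galactosidase activity read as FDG fluorescence (ex 480/em 540) after 30 min, with pre-read for autofluorescence.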
# ELG1 genotoxic – qHTS screen for small molecules that induce genotoxicity in human embryonic kidney (HEK293T) cells expressing luciferase-tagged ELG1; HEK293T ELG1-luciferase reporter, luminescence, 16 h; Potency, µM (series often up to 46 µM), for inactives: at the top dose activity change, positive = activation, usual class: activators; 1.3% of 330,000 active; also: potency is read from the fitted curve at half-maximal effect; % of control where 0% means no effect; nearly all actives have a fitted effect of over 60% in size
#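 HEK293T cells expressing luciferase-tagged ELG1 were exposed to compound or DMSO vehicle for 16 hr at 37 °C and 5% CO2. Luciferase activity was then measured with ONE-Glo after 30 min at room temperature.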
# Active calls of the source: *; ? = inconclusive; · = not tested or not shown; [ ] = another dose, or the depositor's remark. Unless noted, calls follow the shape of the dose curve; as a rule, active = well fitted curve in the direction sought with a large enough effect; inconclusive = small, poorly fitted or top-dose-only effect, or another doubt; inactive = no such curve, though single readings can be large; an effect the other way counts as inactive or inconclusive. Hits appear at their usual frequency; overall some 2.6% were active at least once.
SMILES,USP2a inh,B2AR arrestin,ASM inhibitor,PTAP TSG101 blk,uPA generation,Eya2 phos inh,BRCA1 expr up,TRPV1 agonist,p53 reactivator,a7 integrin act,ELG1 genotoxic
FC(F)(F)c1cc(Cl)c2nnc(C(F)(F)Cl)n2c1,12%,0.3%,5%,-7%,16%,17%,-12%,-3,-10%,-14%,0%
COc1ccc(NC(=O)CN2C(=O)CSC(C)C2=O)c(OC)c1 (centres undefined),-1%,-0.4%,3%,0%,12%,-6%,5%,2,3%,3%,-2%
C[C@H]1CC[C@]2(O[C@@H](CCO)C[C@@H](O)[C@@H]2O)O1,·,·,2%,-4%,8%,·,7%,·,·,-17%,·
OC(Cc1ccncc1)c1ccccc1Cl (centres undefined),·,·,6%,-7%,-3%,·,-24%,·,·,-3%,·
Nc1nc[nH]c(=O)c1N=Cc1ccccc1,-1%,0.4%,128%[activator],-1%,3%,24%,5%,0,5%,14%,0%
Cn1nccc1C(=O)N1CCc2c([nH]c3ccccc23)C1c1ccc(F)cc1 (centres undefined),0%,0.0%,-6%,-3%,8%,-10%,-29%,?,1%,5%,-12%
N=c1c(S(=O)(=O)c2ccccc2)cc2c(=O)n3ccccc3nc2n1C1CCCCC1,·,·,-3%,-2%,3%,·,-40%,·,·,-39%,·
Cc1nn(CCO)c2nc(-c3cccs3)cc(C(F)(F)F)c12,-1%,-1.0%,44%[activator],0%,-5%,-4%,-14%,4,0%,14%,0%
CC(C)NC(=O)CSc1nnc(C2CC2)n1-c1ccccc1,0%,0.1%,1%,-4%,7%,-15%,-10%,-9,-3%,0%,0%
COc1cccc(Cn2c(=O)c3ccccc3n3nc(C)cc23)c1,10%,0.3%,-9%,-5%,-14%,4%,-20%,6,-5%,-28%,-1%
CCOc1ccc(NC(=O)CN2C(=O)COc3ccc(Cl)cc32)cc1,1%,0.2%,1%,6%,-6%,3%,0%,·,3%,4%,2%
COc1cc(C)c(NC(=O)C2CCN(S(=O)(=O)c3cccs3)CC2)cc1OC,3%,-0.4%,-9%,-3%,-7%,-16%,-6%,11,-1%,19%,0%
Cc1cc(OC(C)C(=O)N2C[C@H]3C[C@@H](C2)c2cccc(=O)n2C3)c2c(C)c(C)c(=O)oc2c1 (some centres undefined),2%,-0.9%,-1%,4%,-4%,2%,-2%,3,2%,9%,-2%
O=C(Nc1ccccc1F)C1CCCN1S(=O)(=O)c1cccc2nsnc12 (centres undefined),6%,-0.1%,0%,-9%,4%,-9%,-2%,0,-5%,-28%,0%
CC(=O)Nc1ccc(NC(=O)CCS(=O)(=O)c2ccc3c(c2)oc(=O)n3C)cc1,2%,-0.2%,-1%,-3%,2%,-3%,-11%,1,5%,?,2%
O=C(O)CCCC(=O)NNC(=O)c1cccc(Br)c1,0%,0.1%,1%,-1%,2%,4%,-19%,2,-4%,-3%,1%
Cc1cccnc1Nc1nc(-c2ccccc2)cs1,-1%,0.1%,-4%,-8%,-13%,-8%,0%,22,·,-29%,2.6µM*
Cc1cc(Cl)c(OCCOCCN2CCN(C)CC2)c(Br)c1,-2%,0.1%,1%,-2%,-5%,3%,4%,6,·,-22%,-7%
CN(C(=O)COC(=O)c1ccccc1C(=O)N1CCN(c2ccccc2)CC1)c1ccccc1,0%,-0.3%,1%,-4%,4%,?,-31%,0,-2%,0%,-1%
OCC1CCN(Cc2nc(Cc3ccccc3Cl)no2)CC1,1%,-1.1%,0%,-8%,-5%,-8%,22%,-1,6%,-10%,6%
Cc1ccc(-c2csc(Cc3nc(-c4ccc5c(c4)CCC(=O)N5)cs3)n2)cc1,2%,0.0%,-4%,-5%,-1%,1%,-13%,2,14%,-23%,-24%
CCCOc1ccc(/C(O)=C2/C(=O)C(=O)N(CCN(C)C)C2c2ccc(OC)c(OC)c2)cc1 (centres undefined),6%,0.1%,4%,-3%,0%,-2%,0%,3,2%,14%,-2%
N#Cc1cc2c([nH]c1=O)CCCC2,3%,-0.3%,10%,-2%,3%,18%,-12%,-1,6%,-22%,6%
C/C(CC(=O)Nc1c(C)cc(C)cc1C)=N\NC(=O)c1cnccn1,2%,-0.6%,0%,2%,1%,6%,-4%,3,14%,2%,0%
COc1cc(NS(=O)(=O)c2ccccc2)ccc1-n1nc(C)cc1C,-2%,-0.1%,1%,0%,4%,-2%,-31%,-4,-11%,4%[7.66 µM],-1%
COC(=O)CC1SC(=O)NC1=Nc1ccc(OC)cc1 (centres undefined),-2%,-0.1%,2%,-3%,-3%,-6%,-24%,-1,18%,-7%,2%
Cc1ccc(S(=O)(=O)N2CCN(C(=O)c3cc4c(C)nn(-c5ccccc5)c4s3)CC2)cc1,0%,0.0%,-2%,-1%,·,7%,-5%,-2,-2%,5%[7.66 µM],-6%
Cc1cc(C(C)(C)C)cc(C)c1S(=O)(=O)N1CCN(C(=O)c2cc([N+](=O)[O-])c[nH]c2=O)CC1,1%,0.2%,-13%,-1%,-7%,3%,-15%,-1,2%,9%,-1%
CCOC(=O)c1ccc2c(c1)N(CC#N)C(=O)C(C)(C)O2,0%,-0.6%,3%,-2%,-19%,1%,-3%,8,0%,8%,2%
N#Cc1ccc(Cn2c(-c3ccc(F)cc3)noc2=O)cc1,1%,-0.1%,6%,4%,8%,8%,-14%,-7,·,-4%,-3%
Cc1cc(NC(=O)c2ocnc2C)no1,1%,-0.1%,0%,-1%,·,-28%,29%,3,14%,-7%[7.66 µM],2%
Cc1ccccc1/C=C1\Oc2ccccc2C1=O,-2%,-0.8%,10%,-4%,-8%,-18%,-34%,·,?,3%,17%
O=[N+]([O-])c1cc([N+](=O)[O-])c(Oc2ccc(Br)cc2Br)cc1NN1CCCCC1,-7%,-0.9%,-5%,-1%,1%,-11%,19%,-2,15%,0%,-6%
COc1cc2c(cc1NC(=O)c1cccnc1)CCCC2,0%,-0.1%,0%,-5%,2%,17%,7%,0,-7%,34%,4%
O=C(CN1C2=NCCCN2c2ccccc21)c1cccs1,5%,0.2%,-3%,-1%,-4%,17%,0%,4,-2%,3%,-6%
COc1cccc(C(=O)N2CCOCC2)c1,0%,0.3%,1%,0%,-1%,-11%,-5%,-1,-4%,3%,-11%

# Whole records, looked up by structure. Screens in order: USP2a inh | B2AR arrestin | ASM inhibitor | PTAP TSG101 blk | uPA generation | Eya2 phos inh | BRCA1 expr up | TRPV1 agonist | p53 reactivator | a7 integrin act | ELG1 genotoxic
# Record of COc1cccc(C(=O)N2CCOCC2)c1 → 0% | 0.3% | 1% | 0% | -1% | -11% | -5% | -1 | -4% | 3% | -11%
# Record of Cc1ccccc1/C=C1\Oc2ccccc2C1=O → -2% | -0.8% | 10% | -4% | -8% | -18% | -34% | · | ? | 3% | 17%
# Record of Cc1cc(C(C)(C)C)cc(C)c1S(=O)(=O)N1CCN(C(=O)c2cc([N+](=O)[O-])c[nH]c2=O)CC1 → 1% | 0.2% | -13% | -1% | -7% | 3% | -15% | -1 | 2% | 9% | -1%

# Copied from the list:
# Eya2 phos inh result of N#Cc1cc2c([nH]c1=O)CCCC2 : 18%
# B2AR arrestin result of Cc1ccc(S(=O)(=O)N2CCN(C(=O)c3cc4c(C)nn(-c5ccccc5)c4s3)CC2)cc1 : 0.0%
# Eya2 phos inh result of O=C(CN1C2=NCCCN2c2ccccc21)c1cccs1 : 17%
# PTAP TSG101 blk result of Cc1ccccc1/C=C1\Oc2ccccc2C1=O : -4%
